GLP-1R agonist: qHTS of GLP-1 Receptor Agonists | HEK293 GLP-1R CRE-luciferase, luminescence, 4-6 h; cells express a hypersensitive GLP-1R form | Potency, µM (doses to about 45.6 µM), inactives show at the highest dose activation, most hits filed as activators | hit rate 0.007% among 380,000; also: potency is read from the fitted curve at half-maximal effect; % of control where 0% means no effect
Target sequence (P43220 whole entry, looked up): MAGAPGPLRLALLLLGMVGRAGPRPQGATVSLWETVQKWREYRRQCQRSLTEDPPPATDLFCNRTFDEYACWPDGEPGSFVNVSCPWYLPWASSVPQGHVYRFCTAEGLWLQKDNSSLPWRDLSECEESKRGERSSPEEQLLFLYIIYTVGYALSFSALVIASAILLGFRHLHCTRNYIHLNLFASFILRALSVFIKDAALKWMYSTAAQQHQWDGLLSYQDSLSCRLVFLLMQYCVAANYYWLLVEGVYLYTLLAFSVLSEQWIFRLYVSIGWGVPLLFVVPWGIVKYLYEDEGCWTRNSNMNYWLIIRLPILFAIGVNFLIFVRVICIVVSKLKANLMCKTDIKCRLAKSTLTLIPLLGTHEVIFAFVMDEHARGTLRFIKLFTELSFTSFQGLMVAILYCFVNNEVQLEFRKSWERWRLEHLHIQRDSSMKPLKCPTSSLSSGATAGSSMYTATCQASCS
KB-3-1 cytotox: qHTS assay for MDR1-selective chemotherapeutics: Primary screen using the parental adenocarcinoma cell KB-3-1. Potency, µM (doses to about 46.1 µM), for the others: at the highest dose activity change, negative = cytotoxic, actives largely listed as cytotoxic. KB-3-1 viability, CellTiter-Glo ATP luminescence, 72 h. hit rate 1.4% among 400,000. AID 1347075, 2019; also: potency is read from the fitted curve at half-maximal effect; % is scaled to controls: 0 for no effect and ±100 for the full control effect; nearly all actives have a fitted effect of over 60% in size
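Cells are dispensed, compounds pinned in, plates held at 37 °C for 72 h, then CellTiter-Glo is added and luminescence read after 10 minutes. Cell line: parental KB-3-1 in phenol-red-free DMEM, 10% FBS.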
HT1080-NT tox: qHTS for induction of synthetic lethality in tumor cells producing 2HG: qHTS for the HT-1080-NT fibrosarcoma cell line | HT-1080-NT fibrosarcoma viability, CellTiter-Glo ATP luminescence, 48 h | Potency, µM (series often up to 46.1 µM), for inactives: at the top dose activity, negative = less viability, actives largely listed as cytotoxic | hit rate 1.6% among 360,000;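 also: NT is the 2HG producing partner of a matched IDH1 knockdown line; potency is read from the fitted curve at half-maximal effect; 0% = DMSO-treated cells and -100% = media-only wells without cells; nearly all actives have a fitted effect of over 55% in size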
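Read-out is CellTiter-Glo luminescence after 10 minutes at room temperature, following 48 hours' compound treatment of HT-1080-NT cells (750 cells/well, RPMI, 5% FBS, 37 degrees C).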
IL-1B inflam inh: qHTS for Inhibitors of Inflammasome Signaling: IL-1-beta AlphaLISA Primary Screen | THP-1 LPS/ATP IL-1B secretion, AlphaLISA, 16 h; stronger effect = lower value | activity change, % at 57.5 µM | hit rate 4.7% among 360,000 | AID 743279, 2014; in the data active = activity change below about -50%; inconclusive = mostly about -30% to -49%; also: % is scaled to controls: 0 for no effect and ±100 for the full control effect
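THP-1 cells pretreated 1 hr with compounds (up to 57.5 uM final), then stimulated with LPS (250 ng/mL final) plus ATP (1.25 mM final); secreted IL-1B measured by AlphaLISA after 16 hr, decreased signal indicating inhibition.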
SW480 rerep: A quantitative high throughput screen for small molecules that induce DNA re-replication in SW480 colon adenocarcinoma cells. SW480 DNA re-replication, Hoechst DNA content imaging, 48 h. Potency, µM (series often up to 46.1 µM), inactives show at the highest dose re-replication activation, actives largely listed as activators. hit rate 1.8% among 340,000. AID 624297, 2012; also: potency is read from the fitted curve at half-maximal effect; % of control where 0% means no effect; nearly all actives have a fitted effect of over 55% in size
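Treated cells incubate 48 hr (37 C, 5% CO2), are stained 40 min with Hoechst, and nuclear fluorescence is enumerated; a rise in nuclei with high DNA signal marks re-replication.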
D3 ag: qHTS of D3 Dopamine Receptor Agonist: qHTS; hit rate 0.58% among 410,000; D(3) dopamine receptor (Homo sapiens), P35462; max activation, %; D3R DiscoveRx beta-arrestin cells, luminescence, 90 min; AID 652048, 2013; in the data active = max activation above about 30%; also: 0% is about no effect; mostly tested at two doses, the higher about 12 µM
Target sequence (P35462 whole entry, looked up): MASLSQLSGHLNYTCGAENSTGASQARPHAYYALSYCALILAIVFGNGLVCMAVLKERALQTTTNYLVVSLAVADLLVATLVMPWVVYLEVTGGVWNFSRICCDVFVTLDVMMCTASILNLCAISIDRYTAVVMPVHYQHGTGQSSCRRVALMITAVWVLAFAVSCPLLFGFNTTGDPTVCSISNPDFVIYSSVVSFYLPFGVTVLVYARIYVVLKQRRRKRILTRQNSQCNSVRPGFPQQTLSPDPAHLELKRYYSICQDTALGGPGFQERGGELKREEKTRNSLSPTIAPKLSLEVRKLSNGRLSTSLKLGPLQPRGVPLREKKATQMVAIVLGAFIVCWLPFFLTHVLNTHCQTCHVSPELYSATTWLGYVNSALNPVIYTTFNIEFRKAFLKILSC
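Cells at 1500/well, incubated overnight, then treated with pinned compounds (dopamine as control) for 90 min at 37 degrees C. DiscoveRx reagent added for 30 - 60 minutes at room temperature; luminescence read.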
HT1080 IDH1KD tx: qHTS for induction of synthetic lethality in tumor cells producing 2HG: qHTS for the HT-1080-IDH1KD cell line. HT-1080 IDH1 knockdown viability, ATP luminescence, 48 h. Potency, µM (series often up to 46.1 µM), for the others: at the top dose activity, negative = toxicity, usual class: cytotoxic. hit rate 2% among 360,000. AID 686971, 2013;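 also: potency is read from the fitted curve at half-maximal effect; 0% = DMSO wells and -100% = cell-free medium wells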
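Assay cells: HT-1080 with IDH1 knockdown, 750 per well, RPMI/5% FBS. Exposure: 48 h at 37 °C following 2 h pre-incubation. Read: CellTiter-Glo luminescence; fitted concentration-response, curve class assigned.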
KB-V1 MDR tox: qHTS assay for MDR1-selective chemotherapeutics: Primary screen using the drug-selected MDR subline cells KB-V1. KB-V1 MDR cells viability, CellTiter-Glo, 72 h. Potency, µM (highest dose often 46.1 µM), without a hit: at the top dose activity change, negative = cytotoxicity, hits mostly cytotoxic. hit rate 3.4% among 400,000. AID 1347076, 2019; also: potency is read from the fitted curve at half-maximal effect; % is scaled to controls: 0 for no effect and ±100 for the full control effect; nearly all actives have a fitted effect of over 60% in size
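Readout: CellTiter-Glo luminescence, 10 min after addition. Cells: KB-V1 MDR subline, 72 h at 37 degrees C with compound. Analysis: corrected, normalized data fitted to concentration-effect curves.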
DRD3 antagonist: qHTS of D3 Dopamine Receptor Antagonist: qHTS. D3R cells, DiscoveRx beta-arrestin luminescence, antagonist mode; stronger effect = lower value. hit rate 2.5% among 360,000. max response, negative = inhibition, %. D(3) dopamine receptor (Homo sapiens), P35462; in the data active = max response below about -50%; inconclusive = no clear call, values can overlap the other calls; also: % is scaled to controls: 0 for no effect and ±100 for the full control effect; mostly tested at two doses, the higher about 12 µM
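Cells expressing the human receptor were seeded at 1500 cells/well, incubated overnight at 37 degrees C in 5% CO2, then exposed to library compounds with dopamine controls for 90 minutes at 37 degrees C before luminescent detection.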
* hit, by the source's call; i = inactive; ? = inconclusive; · = no result given; & = joins results of further samples; [ ] = remark or other dose. Unless noted, calls follow the shape of the dose curve; as a rule, active = well fitted curve in the direction sought with a large enough effect; inconclusive = small, poorly fitted or top-dose-only effect, or another doubt; inactive = no such curve, though single readings can be large; an effect the other way counts as inactive or inconclusive.

cpd | SMILES | GLP-1R agonist | KB-3-1 cytotox | HT1080-NT tox | IL-1B inflam inh | SW480 rerep | D3 ag | HT1080 IDH1KD tx | KB-V1 MDR tox | DRD3 antagonist
1 | CCC(Cc1ccccc1)NC(=O)C1CCN(c2nn3c(=O)cc(C)nc3s2)CC1 (stereo not given) | -6% | 1% | -7% | -10 | -2% | -6 | 0% | 4% | -4
2 | O=C1CCC(=O)N1CC(O)COc1ccccc1 (stereo not given) | -9% | 3% | 14% | 26 | -5% | 0 | 8% | -14% | 20
3 | O=C(OCC#CCSc1nnc(-c2cccc3ccccc23)o1)c1cc2ccccc2o1 | -4% | 20% | · | · | 3% | · | · | ? | ·
4 | CCn1nc(NS(=O)(=O)c2ccc(C)cc2)c2cc3ccccc3nc21 | -5% | 6% | -4% | 6 | 15% | -3 | 0% | 17% | -22
5 | Cc1ccc(S(=O)(=O)N2C=CC(C(F)(F)F)=NCC2)cc1 | 4% | 1% | -4% | 27 | 4%[9.22 µM] | 0 | 1% | -19% | 11
6 | COC(=O)c1cscc1S(=O)(=O)Cc1ccccc1 | -4% | 12% | 26% | 3 | 0% | -3 | 16% | ? | -14
7 | CSc1ccccc1-c1n[nH]c(=S)o1 | 1% | -1% | 5% | 40 | -1% | -2 | 0% | 0% | -2
8 | CCCOc1ccc(C2=NNC(=O)CC2)cc1 | 23% | -1% | 3% | -2 | -90%[inhibitor] | 1 | 10% | 0.21µM* | -1
9 | CN(C)C(CNc1ccc(C(F)(F)F)cn1)c1ccccc1 (stereo not given) | 17% | -14% | -13% | -24 | -18% | -15 | -1% | -3% | -59*
10 | CCOC(=O)c1cccc(NC(=O)COC)c1 | 2% | 1% | 18% | 0 | -6% | -12 | 11% | -2% | -14
11 | CN1CCN(CC(=O)Nc2cc(N3CCOCC3)ccc2[N+](=O)[O-])CC1 | 7% | 5% | 11% | 9 | 0% | -9 | 14% | -2% | -15
12 | S=C(NCc1ccco1)N1CCN(Cc2ccco2)CC1 | -1% | 2% | 0% | 0 | 0% | -2 | 3% | 6% | ?
13 | O=C(CCn1c(=O)c2ccccc2n(Cc2ccccc2)c1=O)NC1CCN(Cc2ccccc2)CC1 | 7% | -24% | 0% | ? | 2% | -10 | -4% | 0% | -12
14 | Cc1ccc(NC2CCCN(C(=O)CCc3scnc3C)C2)cc1C (stereo not given) | 9% | -3% | -9% | i | -4% | -8 | -8% | ? | -26
15 | Cc1c(C(=O)N2CCN(S(=O)(=O)c3ccccc3)CC2)oc2ccccc12 | -2% | 1% | 8% | -9 | 8% | 2 | 6% | -28% | 1
16 | COc1ccccc1CNC(=O)c1ccc(OCc2c(C)noc2C)c(OC)c1 | -1% | 15% | 16% | -12 | -2% | 1 | 11% | -7% | 11
17 | CCOC(=O)c1c(NC(=O)COC(=O)CCOc2ccccc2C)sc(C(=O)NC)c1C | -11% | 16% | -3% | -2 | -28% | 0 | -3% | 15% | 1
18 | CC(=O)Nc1ccc(S(=O)(=O)Nc2nc3ccccc3nc2Nc2ccc(S(N)(=O)=O)cc2)cc1 | -1% | 24% | ? | 19 | -1% | 14 | 21% | 6% | -21
19 | OC(C#CCN1CCOCC1)c1cccs1 (stereo not given) | -16% | 14% | 16% | 5 | -5% | 0 | 14% | 5% | 6
20 | C#C[C@]1(O)CC[C@H]2[C@@H]3CCc4cc(OC5CCCC5)ccc4[C@H]3CC[C@@]21C | 17%&2% | ? | 16µM* | 0 | ? | 10&17 | 21µM* | -24% | 84

An excerpt from above in order of length of the SMILES, high to low.
cpd | SMILES | GLP-1R agonist | KB-3-1 cytotox | HT1080-NT tox | IL-1B inflam inh | SW480 rerep | D3 ag | HT1080 IDH1KD tx | KB-V1 MDR tox | DRD3 antagonist
20 | C#C[C@]1(O)CC[C@H]2[C@@H]3CCc4cc(OC5CCCC5)ccc4[C@H]3CC[C@@]21C | 17%&2% | ? | 16µM* | 0 | ? | 10&17 | 21µM* | -24% | 84
9 | CN(C)C(CNc1ccc(C(F)(F)F)cn1)c1ccccc1 (stereo not given) | 17% | -14% | -13% | -24 | -18% | -15 | -1% | -3% | -59*
8 | CCCOc1ccc(C2=NNC(=O)CC2)cc1 | 23% | -1% | 3% | -2 | -90%[inhibitor] | 1 | 10% | 0.21µM* | -1

More structures.
cpd | SMILES | GLP-1R agonist | KB-3-1 cytotox | HT1080-NT tox | IL-1B inflam inh | SW480 rerep | D3 ag | HT1080 IDH1KD tx | KB-V1 MDR tox | DRD3 antagonist
21 | Cc1ccc2nc(NC(=O)C3CCCN3C(=O)OC(C)(C)C)sc2c1 (stereo not given) | 6% | 10% | 9% | -10 | -1% | 5 | -2% | -11% | -15
22 | Cc1ccc(Cl)cc1NC(=O)CNC(=O)N1CC(=O)Nc2ccccc21 | -1% | -15% | -4% | 17 | 29µM* | 5 | 0% | 29% | 16
23 | CCc1ccc(C(O)c2ncc(-c3cccc(OC)c3)[nH]2)cc1 (stereo not given) | 11% | 0% | -2% | 17 | · | 1 | -27% | -2% | 14
24 | CC(C)n1c(SCC(=O)NC2CC2)nnc1C1CC1 | 1% | -6% | 27% | 12 | 2% | 5 | -2% | 3% | 7
25 | CC(C)CC(C(=O)N1CCc2ccccc2C1)N1C(=O)c2ccccc2C1=O (stereo not given) | 4% | -10% | -18% | 6 | 2% | -7 | -17% | -6% | -8
26 | COc1cccc(C=NNC(=S)NN=Cc2cccc(OC)c2OC)c1OC | 23% | -3% | -2% | 20 | -4% | 6 | 3% | ? | 19
27 | CC(C)CC1=NN2C(=N)/C(=C\c3coc4ccccc4c3=O)C(=O)N=C2S1 | -2% | -18% | 4% | 21 | -6% | 1 | 0% | -7% | 3
28 | CCOc1ccc(N(CC(=O)NCCc2ccccc2)S(=O)(=O)c2ccccc2)cc1 | 9% | 0% | 0% | 6 | 6% | -8 | -2% | ? | -8
29 | N#Cc1c(/N=C/c2ccco2)oc(-c2ccccc2)c1-c1ccccc1 | -2% | 7% | -1% | -8 | 18% | -1 | -9% | 16% | 5
30 | CC(=O)Nc1ccc(NC(=O)C2CC(=O)N(Cc3ccco3)C2)cc1 (stereo not given) | -22% | 7% | 10% | 4 | -1% | 6 | 7% | 15% | 24
31 | Cc1cc(C)cc(NC(=O)c2ccc(NC(=O)c3ccco3)cc2)c1 | 1% | -4% | 1% | · | 1% | -3 | -17% | ? | -18
32 | CCc1ccccc1OCc1nnc(N)s1 | -4% | -19% | ? | 45 | -6% | 0 | 2% | ? | 32
33 | Cc1cc(C)cc(N(CC(=O)NCCSCc2ccccc2)S(C)(=O)=O)c1 | 12% | -3% | -10% | -28 | 0% | -2 | -28% | ? | 9
34 | CCCCC(=O)Nc1ccccc1N1CCN(c2ccc(F)cc2)CC1 | 16% | -8% | -2% | ? | 0% | 4 | -11% | -16% | 5
35 | CC(=O)N1N=C(c2cccc(Br)c2)OC12CCCC2 | 1% | -12% | 14% | 26 | 1% | -1 | 4% | ? | 8
36 | CC(=O)Nc1ccc(C(=O)N2CCOCC2c2cc(C(=O)NCc3ccccc3)no2)cc1 (stereo not given) | -5% | 0% | 28% | 18 | · | 2 | 18% | 3% | 26
37 | Cc1ccc(CS(=O)Cc2ccc(C(=O)N3CCOCC3)o2)cc1 (stereo not given) | -1% | -2% | 0% | 42 | 3% | 4 | 10% | 0% | 0
38 | CCCCN(C(=O)c1ccc(Cl)c([N+](=O)[O-])c1)c1c(N)n(CCC)c(=O)[nH]c1=O | 2% | -1% | 13% | 0 | 1% | 4 | 17% | 0% | 16
39 | CN1CCC(=O)N([C@H](CSc2ccccc2)Cc2ccccc2)CC1 | 10% | 0%&2% | 0% | -4 | -2% | -18 | -7% | ? | -13
40 | O=C(C1CCCCC1)N1CCCn2c1nc1ccccc12 | 15% | -3% | -1% | 4 | 1% | 0 | 2% | 15% | 8
41 | CCCCCn1c(=O)[nH]c2cc(C(=O)NCc3ccco3)ccc2c1=O | -12% | 13% | -25% | -1 | 17% | -7 | ? | -2% | 3
42 | O=C(NCCc1c[nH]c2ccccc12)c1ccc(F)cc1F | 17% | -17% | -9% | -9 | 1% | 1 | -17% | ? | -9
43 | O=C(CNC1CCCCCC1)Nc1ccccc1N1CCOCC1 | 0% | 1% | -26% | 5 | 7% | 0 | 0% | -28% | 5
44 | COC(=O)c1[nH]c(C)c(/C(O)=C2\C(=O)C(=O)N(CCN(C)C)C2c2cccs2)c1C (stereo not given) | -11% | 6% | -3% | 2 | 1% | 1 | 1% | 23% | 34
45 | O=C(CSc1nnc(-c2ccccc2O)o1)N1CCCCC1 | 6% | 2% | 9% | 10 | -3% | 2 | -6% | -2% | 6
46 | CCOc1cc(/C=C2\CCCC(C(=O)C(F)(F)F)=C2O)ccc1O | 4% | -10% | ? | ? | ? | -25 | ? | -16% | -52*
47 | O=C(Nc1nc(OCC(F)(F)F)cnc1/C=C\c1ccccc1)c1ccsc1 | -4% | 0% | 1% | -5 | · | 2 | 0% | -9% | 1
48 | Cc1nn(C)c(C(=O)NN)c1Cl | 8% | 17% | 2% | 18 | -4% | -2 | -14% | 6% | 2
49 | Fc1ccc(-c2nc3ccc(Cl)cn3c2Cc2cccc(F)c2)cc1 | 16% | 0% | ? | -26 | · | 4 | ? | -27% | 5
50 | NC(=O)c1ccc(Sc2nnc(-c3cccs3)n2CC2CCCO2)c([N+](=O)[O-])c1 (stereo not given) | 0% | 0% | 5% | -28 | 1% | 1 | 0% | -5% | 17
51 | COCCN(Cc1ccccc1)C(=O)c1ccc2c(=O)n3c(nc2c1)CCC3 | 1% | 1% | 17% | 1 | -47%[inhibitor] | 4 | 9% | -1% | 11
